RMI FANCM FP – blocks RMI1/RMI2 complex binding to FANCM MM2 peptide. Fluorescence polarization, RMI core complex with F-MM2 peptide; stronger effect = lower value. AID 1159607. FP signal (polarization) at 33 µM. hit rate 0.58% among 70,000; in the data active = FP signal below about 40; note: inactives centre near 61; strong numbers were not always called active; unit not given here
Starred values were filed as active, the others as inactive; & = joins results of further samples. This is a subset, so the mix of outcomes need not match the whole.

RMI FANCM FP	canonical_smiles
58	CNC(=O)c1ccccc1Sc1ccccc1COC(C)=O
56	CC12CCC(C(=O)NCC(F)(F)F)(C(=O)C1=O)C2(C)C (centres undefined)
60	CCn1nc(C)c(/C=N\NC(=O)C(C)(C)Oc2ccc(Cl)cc2)c1C
61	O=C(NNC(=O)c1cc2ccccc2oc1=O)c1ccc(=O)n(Cc2ccccc2)c1
56	Cc1cccc(NC(=O)CN2C(=O)c3ccccc3C2=O)n1
53	CCCC(CC(=O)O)(C(=O)O)c1ccccc1 (centres undefined)
59	COC(=O)Cc1nc(Nc2ccccc2)sc1C
51	CC(C)Sc1ccc(C(=O)Nc2ccc([N+](=O)[O-])cc2)cc1
46	CC(C)c1ccc(NC(=O)Cn2c(=O)oc3cccnc32)cc1
68	CCC(=O)Nc1ccc(SCC(=O)Nc2cc(OC)ccc2OC)nn1
69	O=C(C1CCCC1)N1CCc2ccc(NS(=O)(=O)c3ccc(F)cc3)cc21
57	COc1ccc(Nc2nnns2)cc1
53	CS(=O)(=O)c1ccc(CC(=O)Nc2nc(-c3cccc([N+](=O)[O-])c3)cs2)cc1
68	COc1ccccc1OCC(=O)Nc1cc(C)nn1-c1nc2c(cnn2-c2cccc(C)c2)c(=O)[nH]1
63	O=C1c2ccccc2C(=O)N1CNc1ccc(Br)cc1
53	CCOC(=O)C1CCN(S(=O)(=O)c2ccc3oc4ccccc4c3c2)CC1
42	Cn1ncc2c(NNC(=O)c3cccc([N+](=O)[O-])c3)ncnc21
60	COc1ccccc1NC(=O)c1sc(=S)n(-c2ccc(Cl)cc2)c1N
57	Cc1nn(C2CCS(=O)(=O)C2)c(C)c1S(=O)(=O)Nc1ccccc1F (centres undefined)
56	CC1(C)CSC(=NC2CCCCC2)N1
64	O=C(Cn1c(=O)n(Cc2cccs2)c(=O)c2ncccc21)N1CCc2ccccc21
55	FC(F)(F)c1cc(N2CCCC2)cc(C(F)(F)F)c1
55	O=C(Cn1nc(-c2ccco2)ccc1=O)Nc1cccc([N+](=O)[O-])c1
59	CC12CCC(C(=O)N(c3cccc4ccccc34)C1=O)C2(C)C (centres undefined)
62	CCOc1ccc(C(=O)NCCN2CCn3cc(OC)c(=O)cc3C2=O)cc1OCC
64	O=c1c2cc3c(cc2nc2sc(Nc4ccc(Br)cc4)nn12)OCO3
63	COc1cn2c(cc1=O)C(=O)N(CCNC(=O)COc1ccc(Cl)cc1)CC2
70	COc1ccc(NC(=O)CC2CCCCN2S(=O)(=O)c2ccc(F)cc2)cc1Cl (centres undefined)
60	Cc1ccc(NC(=O)C2OC3OC(C)(C)OC3C3OC(C)(C)OC23)cc1Cl (centres undefined)
62	C=C1Cn2c(nc3sc(C)c(C)c3c2=O)S1
55	Cc1nc(-c2ccc(F)cc2)sc1CCNC(=O)Oc1ccccc1
53&60	c1ccc(-c2ccccn2)nc1
58&62	CC1(C)CCc2cc(S(=O)(=O)NCc3ccc(S(N)(=O)=O)cc3)ccc2O1
54	Cc1nnc(NC(=O)COc2ccccc2)s1
66	CSC(=S)N/N=C(/C)c1ccccc1
58	CCC(CC)C(=O)NCc1nnnn1-c1ccc(F)cc1
78	CCN1C(=O)/C(=C/c2ccc(N(C)C)cc2)SC1=NS(=O)(=O)c1cccs1
52	Cc1ccc(C(CNS(=O)(=O)c2cc(C)c(C)cc2C)N2CCOCC2)cc1 (centres undefined)
65	O=C(Nc1ccc(-c2nc3ccccc3s2)cc1)c1cccc2c1OCCCO2
54	N#C/C(=C\Nc1ccccn1)C(=O)c1ccccc1
57	CNC(=O)NNC(=O)c1csc(Cc2c(Cl)sc3ccc(Cl)cc23)n1
57	Clc1ncc2[nH]cnc2n1
62	COc1cc(C(=O)/C=C/c2ccc(C(=O)O)cc2)cc(OC)c1OC
54	Cc1ccc(NC(=O)Nc2nc(C(=O)N3CCN(C(=O)c4ccco4)CC3)cs2)cc1
64	C=CCn1c(=NC(=O)c2cc3c(ccc4ccccc43)oc2=O)sc2cc(S(N)(=O)=O)ccc21
68	Nc1ccc2c(c1)N(C(=O)c1ccccc1)CCC2
69	O=C(Nc1nnc(Cc2cccs2)o1)c1ccc(F)cc1
58	COc1ccc(/C(C)=N\OC(=O)c2c(-c3ccccc3Cl)noc2C)cc1CN1CCOCC1
60	COCCn1c(C)cc(C(=O)CSc2n[nH]c(N)n2)c1C
68	O=C(NCCOc1ccc2nnc(-c3cccc(F)c3)n2n1)c1c(F)cccc1Cl

Continued.
RMI FANCM FP	canonical_smiles
63	Cc1nc2cc(N=Cc3ccc([N+](=O)[O-])s3)ccc2n1-c1ccccc1
68	COc1ccccc1CCNC(=O)Cc1csc2nc(-c3ccc(C)cc3)cn12
56	O=c1[nH]nc(SCc2csc(-c3ccccc3)n2)n1Cc1ccco1
59	O=C(CSc1ccc2nnc(-c3ccccn3)n2n1)N1CCCCCC1
68	Cc1cc2c(=O)n(Cc3ccco3)c(SCC(=O)c3ccc(F)cc3)nc2s1
63	CCOc1cc(-c2ccc(C)cc2)nc2ccc(C(=O)N3CCOCC3)cc12
59	CCOC(=O)c1c(NC(=S)NC(=O)c2sc3ccccc3c2Cl)sc2c1CCC2
62	COc1ccc(-c2cc(=O)n(C)cn2)cc1
47	CSC(=NC(=O)OC(C)(C)C)NC(=O)OC(C)(C)C
76	O=S(=O)(Cc1ccccc1)N1CCN(c2ccc(-c3ccco3)nn2)CC1
67	CCSc1cccc(C(=O)Nc2cc(C)nn2C)c1
59	Cc1ccc(S(=O)(=O)NC(=O)Nc2ccc3c(c2)C(=O)OC3)cc1
59	O=C(CCN1CCOCC1)NNC(=O)Nc1cccc(Cl)c1
56	CCN(CC)CCNC(=O)C(=O)NCc1n[nH]c(=O)c2ccccc12
65	COc1cc(C(=O)O)cc(OC)c1O
68	Clc1ccc(-c2cn(-c3ccc(Br)cc3)c3[n+]2CCCS3)cc1
56	O=C(Nc1ccc(N=Nc2ccccc2)cc1)c1cccc([N+](=O)[O-])c1
61	CCCCCCC(=O)N/N=C\c1cc(Br)ccc1O
61	CCOC(=O)C1=C(C)NC2=C(C(=O)CC(C)(C)C2)C1c1ccccc1 (centres undefined)
57	O=C(NCCC1=CCCCC1)C(=O)NCC(c1ccco1)N1CCOCC1 (centres undefined)
69	CNC(=O)C(=O)NCc1ccc(Cl)cc1
104	COc1cc(OC)c(NC(=O)Cn2cnc3c(sc4ccccc43)c2=O)cc1Cl
68	COc1ccc(NC(=O)C(=O)Nc2ccc([N+](=O)[O-])cc2)c(OC)c1
56&57	Cc1cc(=O)[nH]c(-n2nc(-c3cccs3)cc2NC(=O)c2ccccc2C)n1
56	Cc1cc(C)nc(N/C=C(\C#N)S(=O)(=O)c2ccc(Cl)cc2)n1
36	Cc1ccc(C(=O)Nc2sc3c(c2-c2nc4ccccc4s2)CCN(C(C)C)C3)c(C)c1
56	CCCCCNC(=O)c1cc2nc(C)ccc2o1
60	CC(=O)Nc1ccc(S(=O)(=O)NCC(c2ccc3c(c2)CCCN3C)N2CCCC2)c(C)c1 (centres undefined)
66	Cc1cc(NC(=O)CSc2ccc(NC(=O)c3ccco3)nn2)on1
68	COc1ccc(S(=O)(=O)Nc2ccc3c(c2)N(C(=O)c2ccco2)CC3)cc1
77	Cc1cccc(CC(=O)Nc2ccc3c(c2)CN(S(=O)(=O)c2ccccc2)CC3)c1
72	OC(CNC1CCc2ccccc21)COc1ccc(-c2csnn2)cc1 (centres undefined)
58	O=C(NCCS(=O)(=O)N1CCN(c2ccccc2)CC1)C1c2ccccc2Oc2ccccc21
61	COc1ccc(-c2ccc(N3CCCC(C(=O)Nc4ccccn4)C3)nn2)cc1 (centres undefined)
58	CCOc1ccc(N)c([N+](=O)[O-])c1
67	C=CCN1C(=O)C(C)(C)COc2ccc(NC(=O)Oc3ccccc3)cc21
55	Oc1c(C(Nc2ccccn2)c2cccc(F)c2)ccc2cccnc12 (centres undefined)
55	CC(=O)Nc1ccc(C2CCCCC2)cc1
58	COc1ccc(C)cc1-n1ccn(CC(=O)Nc2ccc(C(C)C)cc2)c(=O)c1=O
60	COc1ccc(OC)c(Nc2nc(CC(=O)NCCc3ccccc3)cs2)c1
63	COC(=O)Nc1ccc(C)c(N2CCCCC2=O)c1
61	CN1C=C(C(F)(F)F)C=CC1=C(C#N)C#N
65	Cc1ccccc1Cn1cnc2c(cnn2CCNC(=O)Cc2ccc(F)cc2)c1=O
54	COC(=O)CSc1cc(C)nc2ccccc12
66	CCCCNC(=O)Cc1csc(SCC(=O)c2ccccc2)n1
70	CCOC(=O)N1CCN(C(=O)Cc2cc(=O)[nH]c(SCc3ccccc3)n2)CC1
62	COC(=O)c1ccc(NC(=O)Cc2c(C)nc(SCc3ccccc3F)[nH]c2=O)cc1
60&83	NNC(=O)c1ccc(OCC(O)CN2CCN(c3ccccc3)CC2)cc1 (centres undefined)
52	O=[N+]([O-])c1ccc(Sc2nccc(-c3cccnc3)n2)c([N+](=O)[O-])c1
68	CCN(CC)S(=O)(=O)c1ccc(C(=O)Nc2cc(C)nn2C)cc1

(next part)
RMI FANCM FP	canonical_smiles
48	CCCCCCC#Cc1cncc(NC(=O)N2CCN(c3ccccc3)CC2)c1
59	O=c1cnnc(SCc2ccccc2)[nH]1
61	Cc1nc2ccc(S(=O)(=O)O)cc2[nH]1
73	O=S(=O)(Cc1ccccc1)NCC1CCN(Cc2ccccc2)CC1
60	CCOc1cc(C)c(S(=O)(=O)NC(C)c2ccccc2)cc1C (centres undefined)
60	COc1ccc(OC)c2sc(NC(=O)c3cccc(N4C(=O)CCC4=O)c3)nc12
53	COc1ccc(-c2cccc(NC(=O)c3ccccc3C(F)(F)F)c2)nn1
70	COc1ccc(-c2ccc(=O)n(CCCC(=O)NC(C)C)n2)cc1OC
62	O=C(NCc1ccc(Cl)cc1)N1CCCC(c2nnc(-c3ccc4c(c3)OCO4)o2)C1 (centres undefined)
58	O=C(O)/C=C/C(=O)NN=C(c1ccccc1)c1ccccc1
78	CCc1ccccc1NC(=O)c1csc2nc(-c3ccc(OC)cc3)cn12
58	CCOc1ccc(C(=O)N2CCN=C2SCc2cccc([N+](=O)[O-])c2)cc1
68	Cc1ccc(OCC(O)CN(C)C2CCCCC2)cc1 (centres undefined)
69	COc1ccccc1NC(=O)Nc1c(C)nc2ccc(C)cn2c1=O
56	CN1CCc2cc(C(CNS(=O)(=O)c3ccc(F)cc3)N3CCCCC3)ccc21 (centres undefined)
55&55	CCOC(=O)C/C(=N/NC(N)=O)C(F)(F)F
99	Cc1ccc(SCc2ccc(C(=O)Nc3cc(C)on3)o2)cc1
62	CN(C)S(=O)(=O)c1ccc(C(=O)NCCOc2ccc(F)cc2)cc1
59	COc1ccc2c(c1)OC/C(=C/c1ccc(OC)c(OC)c1)C2=O
59	COc1ccc(CCNC(=O)CN2CCN(Cc3nc4ccccc4[nH]3)CC2)cc1OC
64	CC(=O)c1c(C)nn(CC(O)COc2ccc3ccccc3c2Cl)c1C (centres undefined)
81	Cc1ccc(S(=O)(=O)NCC2CCN(Cc3ccccc3)CC2)s1
62	O=S(=O)(NCCOc1ccccc1)c1ccccc1Cl
144	O=C(CN1CCN(C(c2ccccc2)c2ccccc2)CC1)NCc1ccc2c(c1)OCO2
62	CCc1nnc(C2CCN(C(=O)c3ccc(F)cc3)CC2)s1
81	CCc1nc(SCC(=O)c2cc(C)n(CCOC)c2C)c2c3c(sc2n1)CCC3
71	O=C(Nc1sc2c(c1CN1CCOCC1)CCC2)c1ccccc1
63&62	O=c1[nH]cnc2nc[nH]c12
65	CCc1nnc(NC(=O)CC23CC4CC(CC(C4)C2)C3)s1
65	O=C(NCCN1CCN(c2ccccc2F)CC1)c1cccc2ccccc12
63	Cn1c(=NC(=O)c2ccccc2[N+](=O)[O-])sc2cc(S(C)(=O)=O)ccc21
54	CCOC(=O)c1ccc(NC(=O)CSc2nc(C)cc(C)n2)cc1
61	COc1cc(C(=O)N2CCN(Cc3nc(C)cs3)CC2)cc(OC)c1OC
46	Cc1[nH]c(=S)c(C#N)c(C)c1N=Nc1ccccc1

Given as tab-separated lines: 21 of the compounds above
SMILES	RMI FANCM FP
COc1ccccc1NC(=O)Nc1c(C)nc2ccc(C)cn2c1=O	69
CN1CCc2cc(C(CNS(=O)(=O)c3ccc(F)cc3)N3CCCCC3)ccc21 (centres undefined)	56
CCOC(=O)C/C(=N/NC(N)=O)C(F)(F)F	55&55
Cc1ccc(SCc2ccc(C(=O)Nc3cc(C)on3)o2)cc1	99
CN(C)S(=O)(=O)c1ccc(C(=O)NCCOc2ccc(F)cc2)cc1	62
COc1ccc2c(c1)OC/C(=C/c1ccc(OC)c(OC)c1)C2=O	59
COc1ccc(CCNC(=O)CN2CCN(Cc3nc4ccccc4[nH]3)CC2)cc1OC	59
CC(=O)c1c(C)nn(CC(O)COc2ccc3ccccc3c2Cl)c1C (centres undefined)	64
Cc1ccc(S(=O)(=O)NCC2CCN(Cc3ccccc3)CC2)s1	81
O=S(=O)(NCCOc1ccccc1)c1ccccc1Cl	62
O=C(CN1CCN(C(c2ccccc2)c2ccccc2)CC1)NCc1ccc2c(c1)OCO2	144
CCc1nnc(C2CCN(C(=O)c3ccc(F)cc3)CC2)s1	62
CCc1nc(SCC(=O)c2cc(C)n(CCOC)c2C)c2c3c(sc2n1)CCC3	81
O=C(Nc1sc2c(c1CN1CCOCC1)CCC2)c1ccccc1	71
O=c1[nH]cnc2nc[nH]c12	63&62
CCc1nnc(NC(=O)CC23CC4CC(CC(C4)C2)C3)s1	65
O=C(NCCN1CCN(c2ccccc2F)CC1)c1cccc2ccccc12	65
Cn1c(=NC(=O)c2ccccc2[N+](=O)[O-])sc2cc(S(C)(=O)=O)ccc21	63
CCOC(=O)c1ccc(NC(=O)CSc2nc(C)cc(C)n2)cc1	54
COc1cc(C(=O)N2CCN(Cc3nc(C)cs3)CC2)cc(OC)c1OC	61
Cc1[nH]c(=S)c(C#N)c(C)c1N=Nc1ccccc1	46
